MmCpn inh: Inhibitors of TCP-1 ring complex (TRiC) of Methanococcus maripaludis (MmCpn): qHTS | 330,000 tested, 0.031% active | AID 504842, 2011 | Potency, µM (titrated, usually from 76.9 µM), for inactives: top-dose activity, negative = inhibition, most hits filed as inhibitors | purified Mm-Cpn ATPase, ADP Transcreener TR-FRET | Chaperonin Mm-Cpn (Methanococcus maripaludis); further: potency means the concentration at half of the fitted maximal effect; on the % scale 0 is the no-effect control and ±100 the full control effect; nearly all actives have a fitted effect of over 80% in size
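Inhibition of chaperonin ATP hydrolysis is measured as reduced ADP production, detected by competitive TR-FRET in which signal falls with ADP. Final enzyme 25 nM and ATP 10 uM, reacted 30 min at 37°C.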
HepG2 viability: qHTS for Inhibitors of TGF-b: Cytotox Counterscreen; HepG2 CAGA-GFP viability, ATP luminescence, 18 h; Potency, µM (top dose mostly 46.1 µM), for inactives: top-dose activity change, negative = cytotoxicity, hits mostly cytotoxic; 410,000 tested, 0.76% active; further: potency means the concentration at half of the fitted maximal effect; some results filed as inactive show a strong effect at the top dose
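HepG2 CAGA-GFP cells (1000/well, DMEM with 1% FBS) received compound, then TGF-beta at 500 pg/mL final, and were incubated 18 hours at 37 degrees C. Viability was read by CellTiter-Glo luminescence. Media-only wells were set as complete cell-killing and DMSO as no toxicity.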
Abeta yeast res: qHTS for compounds that reverse cellular toxicity of Amyloid beta (A-beta) peptide in yeast: Primary Screen. yeast expressing A-beta42, growth rescue, OD600, 48 h; response scale: 0% DMSO, 100% iron-clioquinol control. Potency, µM (series often up to 46.1 µM), for inactives: at the highest dose growth rescue, most hits filed as activators. 410,000 tested, 0.063% active. AID 1347071, 2019; further: potency means the concentration at half of the fitted maximal effect; nearly all actives have a fitted effect of over 55% in size
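Yeast growth medium received pinned compounds, then yeast cells expressing toxic A-beta were added; plates incubated at 30 C for 48 hr. Growth read as absorbance at 600 nm, normalized to DMSO and equimolar FeCl3 plus clioquinol controls.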
Nrf2 ARE act: qHTS of Nrf2 Activators | AREc32 ARE-luciferase reporter (MCF7-derived line), luminescence, 24 h | Potency, µM (series often up to 46.1 µM), for inactives: at the highest dose activation, actives largely listed as activators | AID 624171, 2012 | 410,000 tested, 0.31% active; further: potency means the concentration at half of the fitted maximal effect; % of control where 0% means no effect; nearly all actives have a fitted effect of over 65% in size
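For detection, Steady-Glo was added and plates sat 30 min at RT; before that, AREc32_Fluc cells grown overnight in OPTI-MEM/5% FBS had been treated with 23 nL compound for 24 hr at 37 deg C.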
A549 viability: Nrf2 qHTS screen for inhibitors: counterscreen for cytotoxicity. A549 ARE-Fluc cells, CellTiter-Fluor viability, 18-24 h. Potency, µM (titrated, usually from 46 µM), for the others: at the top dose activity change, negative = cytotoxicity, usual class: inhibitors. 390,000 tested, 0.16% active; further: potency means the concentration at half of the fitted maximal effect; on the % scale 0 is the no-effect control and ±100 the full control effect
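Cytotoxicity counterscreen: CellTiter-Fluor fluorescence was measured in A549 ARE_Fluc cells after 18-24 h of compound exposure in a concentration series. The subsequent BugLite luminescent read reports ARE-luciferase activity.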
TGFb inhibitor: qHTS for Inhibitors of TGF-b; HepG2 CAGA-GFP TGF-b/SMAD3 reporter, GFP fluorescence, 18 h; TGF-beta stimulated, 500 pg/mL final; Potency, µM (titrated, usually from 46.1 µM), without a hit: at the highest dose activity, negative = inhibition, hits mostly inhibitors; 410,000 tested, 1.2% active; AID 588855, 2011; further: potency means the concentration at half of the fitted maximal effect; on the % scale 0 is the no-effect control and ±100 the full control effect; nearly all actives have a fitted effect of over 65% in size
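Inhibition of TGF-beta-driven CAGA-GFP reporter expression in HEPG2 cells is measured by cellular GFP fluorescence after 18 h stimulation with 500 pg/mL recombinant TGF-beta in 1% FBS medium at 37 degrees C.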
CCT chaperon mod: High-Throughput Screening for Modulators of Cytosolic Chaperonin Activity; purified chaperonin ATPase assay, HTRF ADP detection, 30 min; activity change, % (test concentration not listed), hits read low; 360,000 tested, 0.3% active; AID 651819, 2012; in the data active means activity change below about -30%; further: on the % scale 0 is the no-effect control and ±100 the full control effect
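ATPase activity: ADP formed was measured by HTRF Transcreener (665/615 nm ratio) after 30 min at 37 deg C with 10 uM ATP. Compounds screened at one 76 uM concentration against 40 or 20 nM TRiC in Tris pH 7.4/KCl/MgCl2/DTT buffer.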
Akt phos inh: HTS Assay for Inhibitors of Akt Phophorylation: Primary Screen | Neuro2A IGF-stimulated pAkt S473 HTRF, 20 min; stronger effect = lower value | activity change, % for hits at 50 µM | 360,000 tested, 0.32% active | AID 651550, 2012; in the data active means activity change below about -80%; inconclusive means mostly about -51% to -80%; further: on the % scale 0 is the no-effect control and ±100 the full control effect
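Neuro2A cells in DMEM with 0.5% FBS, overnight at 37 deg C, given compound at single 50 µM final, then IGF (6 nM final) for 20 min at 37 deg C. Lysed; phospho-Akt Ser473 by HTRF after 24 h, 665/615 ratio.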
Nrf2 block: Nrf2 qHTS screen for inhibitors; Potency, µM (doses to about 46 µM), without a hit: top-dose activity change, negative = inhibition, usual class: inhibitors; AID 504444, 2011; A549 ARE-Fluc reporter, luciferase luminescence, 18-24 h; 360,000 tested, 2.1% active; further: potency means the concentration at half of the fitted maximal effect; on the % scale 0 is the no-effect control and ±100 the full control effect; nearly all actives have a fitted effect of over 60% in size
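Concentration-response testing used A549 ARE_Fluc cells at 5000 cells/well. Following an 18-24 h compound incubation, viability was read by fluorescence (Ex 405/Em 525) and luciferase output by luminescence.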
* = called active by the depositor; i = inactive; ? = inconclusive; / = no result given; & = joins results of further samples; [ ] = dose if it differs, or a comment. Unless noted, the call rests on the fitted dose curve; in most records, active means well fitted curve in the direction sought with a large enough effect; inconclusive means small, poorly fitted or top-dose-only effect, or another doubt; inactive means no such curve, though single readings can be large; an effect the other way counts as inactive or inconclusive. Random draw from the library; about 4.3% have a hit in one of these screens.

1	CCOC(=O)C1(C)CCN1C(=O)c1cc(C)oc1C (stereo not given)
2	CCOC(=O)C1CCN(C(=O)COC(=O)COc2ccc(Cl)cc2)CC1
3	CN=C1S/C(=C\c2cn(CC(=O)OC)c3ccccc23)C(=O)N1C
4	CC(C)c1ccc(NC2CCCN(C(=O)CCCn3cncn3)C2)cc1 (stereo not given)
5	CC(C)Cn1nc(C(=O)OCC(=O)NCC(F)(F)F)c2ccccc2c1=O
6	Cn1c(N)c(C(=O)CSc2nnc(C3CC3)n2Cc2ccccc2)c(=O)[nH]c1=O
7	Cc1ccc(NC(=O)CSc2nccn2Cc2ccco2)cc1
8	CCC(C)Sc1ccc(-c2nc3ccc(C)cn3c2NCc2ccccc2)cc1 (stereo not given)
9	CCOc1c(Br)cc(/C=C2\C(=O)N(CCC#N)N=C2C)cc1OC
10	O=C(Cc1c(F)cccc1Cl)N/N=C/c1cccnc1

assay / compound	1	2	3	4	5	6	7	8	9	10
MmCpn inh	/	4.4%	-4.4%	0.6%	?	-0.5%	-2.2%	-2.4%	-3.0%	-0.6%
HepG2 viability	31.9%	-0.8%	-4.3%	-1.0%	-12.1%	-0.8%	-31.1%	-19.6%	-3.7%	0.1%
Abeta yeast res	-11.0%	0.0%	-13.3%	-7.8%	3.7%	-4.1%	-9.3%	-9.4%&-20.8%	-1.8%	5.6%
Nrf2 ARE act	-0.5%	0.1%	5.3%	-0.5%	0.0%	-0.4%	2.5%	3.4%&5.9%	1.0%	-0.3%
A549 viability	/	-0.7%	-12.6%	-1.4%	?	-0.4%	7.0%	0.7%	1.1%	4.2%
TGFb inhibitor	0.1%	-1.3%	2.4%	-7.1%	0.5%	9.0%	0.0%	?	-5.2%	-5.2%
CCT chaperon mod	-2.5	-30.1*	-0.9	-1.3	-5.2	-0.9	-2.1	1.8&-0.2	-1.6	-1.9
Akt phos inh	i	i	i	i	i	i	i	i	i	i
Nrf2 block	/	7.1%	?	11.2%	0.4%	2.3%	?	27.7%	-5.7%	-12.5%

11	NC(c1csc(Nc2ncccn2)n1)c1ccccc1Cl (stereo not given)
12	O=C(CSc1nc2ccccc2n1CC(=O)N1CCCC1)N1CCN(C(=O)c2ccco2)CC1
13	Cc1ccc(S(=O)(=O)C(C#N)c2nc3ccccc3nc2OC(C)C)cc1 (stereo not given)
14	CC[C@@]1(C(=O)OC)N[C@H](CN(C)C(=O)C2CCCCC2)[C@@H]2C(=O)N(Cc3ccccc3)C(=O)[C@@H]21
15	O=C(COC(=O)c1cncc(Br)c1)NCCC1=CCCCC1
16	Cc1ccc2c(c1)c1c(n2C)C(C(N)=O)CCC1 (stereo not given)
17	O=c1[nH]c2ccc(S(=O)(=O)NCCO)cc2[nH]1
18	O=C1CCCCC1c1cccc2ccccc12 (stereo not given)
19	CCOCCn1c(N2CCCC2)nc2c1c(=O)n(C)c(=O)n2C
20	O=C1C(CCc2ccccc2)ON=C(c2cnccn2)N1Cc1ccc(F)cc1 (stereo not given)

assay / compound	11	12	13	14	15	16	17	18	19	20
MmCpn inh	/	1.5%	0.7%	-5.1%	-3.9%	0.6%	-0.6%	2.2%	1.6%	/
HepG2 viability	-5.0%	-6.7%	6.3%	1.9%	-17.6%	-0.3%	0.2%	-19.3%	-0.9%	-3.0%
Abeta yeast res	0.7%	-15.4%	8.2%	-4.3%	9.8%	-0.3%	-7.2%	2.5%	-6.7%	-34.6%[inhibitor]
Nrf2 ARE act	0.2%	-0.3%	-0.2%	2.2%	-1.2%	0.0%	0.7%	-1.1%	-0.5%[9.22 µM]	3.8%
A549 viability	/	-13.0%	-18.4%	8.5%	-1.3%	-1.6%	0.3%	3.6%	-12.2%	/
TGFb inhibitor	?	-17.6%	-18.4%	-0.3%	0.2%	-1.3%	-3.2%	-1.0%	3.2%	16.2%
CCT chaperon mod	-4.8	3.5	-3.8	-2.4	2.9	-0.9	-2.9	-8.3	0.5	-1.2
Akt phos inh	i	i	i	i	i	i	i	i	i	i
Nrf2 block	/	2.0%	?	5.1%	-0.9%	19.8%	-25.0%	-2.9%	-5.7%	/

Sorted by number of heavy atoms (highest first): part of the list above
20	O=C1C(CCc2ccccc2)ON=C(c2cnccn2)N1Cc1ccc(F)cc1 (stereo not given)
19	CCOCCn1c(N2CCCC2)nc2c1c(=O)n(C)c(=O)n2C
18	O=C1CCCCC1c1cccc2ccccc12 (stereo not given)

assay / compound	20	19	18
MmCpn inh	/	1.6%	2.2%
HepG2 viability	-3.0%	-0.9%	-19.3%
Abeta yeast res	-34.6%[inhibitor]	-6.7%	2.5%
Nrf2 ARE act	3.8%	-0.5%[9.22 µM]	-1.1%
A549 viability	/	-12.2%	3.6%
TGFb inhibitor	16.2%	3.2%	-1.0%
CCT chaperon mod	-1.2	0.5	-8.3
Akt phos inh	i	i	i
Nrf2 block	/	-5.7%	-2.9%

(more compounds)
21	Cc1cc(C)c(C#N)c(SCc2ccccc2)n1
22	Cc1ccnc(NC(=O)Nc2ccc3c(c2)N(C)C(=O)CS3)c1
23	CCc1nnc(NC(=O)C2(C)COC(c3ccc(OC)cc3)OC2)s1 (stereo not given)
24	CC(OC(=O)CCN=C1NS(=O)(=O)c2ccccc21)C(=O)NC1CCCCC1C (stereo not given)
25	CC(C)C(=O)OC/C(O)=C(\C#N)c1nc2ccccc2[nH]1
26	Cc1cccc(-n2cc(-c3ccccc3)c3c(NN4CCOCC4)ncnc32)c1
27	O=C1CN(C(=O)c2cc(Br)c(Br)s2)c2ccccc2N1
28	Cc1ccccc1NS(=O)(=O)c1nnc(NC(=O)c2ccco2)s1
29	CC(C)CCNC(=O)Cc1ccc(Nc2nc(=S)[nH]c3ccccc23)cc1
30	CC(=O)Nc1ccc(SCCN2CCN(C)CCC2=O)cc1

assay / compound	21	22	23	24	25	26	27	28	29	30
MmCpn inh	-0.7%	-8.1%	0.2%	-4.7%	2.0%	-0.7%	-4.7%	/	-1.6%	/
HepG2 viability	4.4%	5.4%	8.9%	18.4%	-1.0%	3.3%	-53.3%	0.2%	-7.1%	-4.4%
Abeta yeast res	3.7%	5.4%	-5.1%	-3.7%	0.3%	0.0%	25.9%	-12.4%	6.5%	/
Nrf2 ARE act	2.6%	11.4%	2.3%	-0.5%	3.9%	1.3%	0.1%	0.8%	0.5%	/
A549 viability	23.5%	-8.9%	1.0%	-11.2%	0.7%	-2.5%	?	-1.7%	-10.1%	0.7%
TGFb inhibitor	14.7%	?	0.0%	5.4%	14.0%	-0.5%	0.0%	-22.3%	6.4%	6.6%
CCT chaperon mod	1.5	-10.9	-1.5	-1.8	0.2	-0.2	-0.2	/	2.3	/
Akt phos inh	/	i	i	i	i	i	i	/	i	/
Nrf2 block	?	?	-6.0%	5.6%	19.2%	5.0%	?	?	-6.7%	27.5%

31	CC(=O)N1CCCN(Cc2cn(-c3ccc(C)cc3)nc2-c2ccc(F)cc2)CC1
32	COc1ccccc1NC(=O)CCC(=O)OC(C)C(=O)c1ccccc1 (stereo not given)
33	COc1cc(NC(=O)c2cccc3c2C(=O)N(C2CCCCC2)C3)cc(OC)c1OC
34	COCCCn1c(C(=O)Nc2ccc3c(c2)OCO3)cc2c(=O)n3cccc(C)c3nc21
35	COc1ccc(N(CC(=O)NCCSc2ccccc2)S(=O)(=O)c2ccccc2)cc1
36	CCCC(C)NC(C)C(=O)NC1CCCC1 (stereo not given)
37	COC(=O)c1ccccc1NC(=O)CSc1nccn1C
38	CC1CCCCN1CCCNC(=O)CCCN1C(=O)c2cccnc2Sc2ccccc21 (stereo not given)
39	CCOC(=O)C1=C(CSc2nc3c(cc2C#N)CN(C)CC3)OC(N)=C(C#N)C1c1ccc(Cl)cc1 (stereo not given)
40	Cc1ccc(-n2ncc(C(=O)NCC3CCN(C4CCCC4)C3)c2C2CCN(C(=O)OC(C)(C)C)CC2)cc1 (stereo not given)
41	Cc1ccc(NC(=O)N2CC=C(c3c[nH]c4ccccc34)CC2)cc1Cl

assay / compound	31	32	33	34	35	36	37	38	39	40	41
MmCpn inh	0.6%	0.5%	-4.2%	/	-3.4%	1.8%	-4.0%	2.6%	-5.7%	-2.5%	/
HepG2 viability	-10.0%	-1.0%	-20.3%&-28.7%	-3.6%	-42.7%	-6.9%	16.0%	-0.9%	4.9%	-20.2%	-58.0%
Abeta yeast res	13.8%	-5.4%	-46.0%&-43.5%[inhibitor]	-2.2%	8.6%	4.3%	6.7%	0.9%	11.2%	13.3%	-10.2%
Nrf2 ARE act	5.5%	0.2%	-0.8%&-3.0%	-0.4%	0.0%	-0.6%	-0.9%	-0.7%	0.7%	3.3%	0.5%
A549 viability	1.6%	0.6%	-5.5%&-7.5%	/	-2.2%	-0.4%	-2.4%	-1.2%	0.1%	1.5%	-18.0%
TGFb inhibitor	?	14.6%	?	-3.2%	?	-3.0%	17.6%	-1.8%	18.1%	-16.4%	35.4%[activator]
CCT chaperon mod	-1.7	-5.0	-0.4	-0.8	-4.9	0.1	0.0	-1.4	1.5	-0.1	/
Akt phos inh	i	i	i	i	i	i	-98.6%*	i	i	i	/
Nrf2 block	0.1%	?	?	/	-23.1%	?	5.9%	3.6%	/	-9.6%	/

High-throughput results from PubChem.
